# RmlC RmlD mix – RmlC/RmlD inhibition, mixture screen; RmlC/RmlD coupled enzyme inhibition, 384-well mixture HTS; inhibition, % at 5.5 µM; actives 0.39% (n = 110,000); AID 1532; in the data active = inhibition above about 30%, passing the limit was not always enough; also: strong numbers were not always called active
# HIV RNase H inh – blocks HIV-1 RNase H cleavage of RNA/DNA duplex; P04585; RT-RNase H RNA/DNA duplex cleavage, fluorescence; inhibition, % at 10 µM; actives 1.9% (n = 65,000); AID 565; in the data active = inhibition above about 50%
# * = called active by the depositor; nt = not tested or not shown.
SMILES,RmlC RmlD mix,HIV RNase H inh
O=C(NCc1ccc2c(c1)OCO2)c1cc2n(n1)C(C(F)(F)F)CC(c1ccc3c(c1)OCO3)N2 (stereo unspecified),nt,11
Cc1cc(OCC(=O)Nc2ccc(N3CCN(C(=O)c4ccco4)CC3)cc2)cc(C)c1Cl,-2,nt
Cc1cc(/C=C2/SC(=O)N(CC(=O)OC(C)C)C2=O)c(C)n1C,6,nt
O=C(CN(Cc1ccc(F)cc1)S(=O)(=O)c1ccccc1)N1CCCCC1,7,-13
Cc1ccc(CNC(=O)c2ccccc2NC(=O)CSc2nnnn2C)cc1,-33,-6
CCOC(=O)N1CCN(S(=O)(=O)c2c(C)cc(C)cc2C)CC1,17,2
O=C(NCCc1ccccc1)C1CCCN(S(=O)(=O)c2cccc3nsnc23)C1 (stereo unspecified),nt,-3
COc1ccc(/C=C/c2c(-c3cccc(C)c3)oc3ccc(N4CCOCC4)cc23)cc1,-215,nt
O=C(CSc1nnnn1-c1ccccc1)Nc1ccc(Cl)cc1,-15,0
O=C(c1ccccc1)c1ccc(OCCCCN2CCCCC2)cc1,5,nt
CCCCCOP(=O)(OCCCCC)C1(NS(=O)(=O)c2ccccc2)C=CC(=O)c2ccccc21 (stereo unspecified),7,nt
CCCCN(CC)CCNC(=O)c1cc2c(C)nc3ccccc3c2o1,3,-4
COc1ccc(Cl)cc1S(=O)(=O)N1CCN(C(=O)c2cc(OC)c(OC)c(OC)c2)CC1,5,-15
CSCC[C@H](NC(=O)C1CCN(S(=O)(=O)c2ccc(C)cc2)CC1)C(=O)NCC1CCCO1 (stereo partly specified),-4,0
C=CCNc1nc2c(c(=O)n(C)c(=O)n2C)n1CCCCCC,-12,2

# As entered above.
# HIV RNase H inh with `CCOC(=O)N1CCN(S(=O)(=O)c2c(C)cc(C)cc2C)CC1` → 2
# RmlC RmlD mix with `COc1ccc(/C=C/c2c(-c3cccc(C)c3)oc3ccc(N4CCOCC4)cc23)cc1` → -215
# RmlC RmlD mix with `O=C(c1ccccc1)c1ccc(OCCCCN2CCCCC2)cc1` → 5
# RmlC RmlD mix with `Cc1ccc(CNC(=O)c2ccccc2NC(=O)CSc2nnnn2C)cc1` → -33
# RmlC RmlD mix with `CCCCCOP(=O)(OCCCCC)C1(NS(=O)(=O)c2ccccc2)C=CC(=O)c2ccccc21` (stereo unspecified) → 7
# RmlC RmlD mix with `Cc1cc(OCC(=O)Nc2ccc(N3CCN(C(=O)c4ccco4)CC3)cc2)cc(C)c1Cl` → -2

# Other results.
SMILES,RmlC RmlD mix,HIV RNase H inh
O=c1c(O)c(-c2ccc(O)cc2)oc2cc(O)cc(O)c12,-4,nt
COc1cccc(-n2c(SCC(=O)NC3CCCC3)nnc2-c2ccco2)c1,-12,nt
O=c1oc2cc(Br)ccc2n1CSC1=NCCS1,-5,-45
CCOC(=O)CON1C(=O)C(C)(C)N(OCC(=O)OCC)C(=O)C1(C)C,9,0
Cn1cc(C(=O)Nc2cccc(F)c2)cn1,-2,nt
CCn1cc(C(=O)NCC2CCCO2)c(=O)c2cc(S(=O)(=O)N3CCC(C)CC3)ccc21 (stereo unspecified),4,-9
CCOc1ccc(NC(=O)CC2C(=O)N(c3ccc(OC)cc3)C(=O)N2Cc2ccc(OC)cc2)cc1 (stereo unspecified),-4,nt
Cc1ccc(N2C(=O)CCSC23C(=O)Nc2ccccc23)cc1 (stereo unspecified),6,nt
COC(=O)c1cn(C(=O)c2ccco2)c2ccccc12,-6,-12
CC(=O)N1CCN(Cc2nc3cc(NC(=O)C4CCCCC4)ccc3n2C)CC1,-8,1
CC1=C(C#N)C(Nc2cccc(C)n2)(C(F)(F)F)C(=O)N1 (stereo unspecified),-17,-17
O=C(CSCc1ccc(Cl)cc1)Nc1ccc2c(c1)OCCO2,-17,nt
Cc1c(-c2nc(N)nc(Nc3ccccc3)n2)oc2ccccc12,5,-13
CC(C)(C)NC(=O)C1CCN(S(=O)(=O)c2ccc(Br)cc2)CC1,5,-1
Nc1nc(NCc2c(F)cccc2Cl)nn1-c1ccccc1,5,-20
C=CCC(C)(NCc1ccccc1)c1ccccc1 (stereo unspecified),4,nt
CCCS(=O)(=O)c1snnc1C,-2,nt
O=C(c1ccc(Cl)c(Cl)c1)c1cnc(Nc2ccccc2)s1,-17,nt
CCOC(=O)C1CCN(C(=O)CCn2c(=O)[nH]c3ccccc3c2=O)CC1,5,-6
CC(C)C[C@H](NC(=O)c1nc[nH]c1C(=O)NC(c1ccccc1)c1ccccc1)C(=O)OCc1ccccc1,-23,nt
Cc1cccc(C)c1NC(=O)C1(N2CCN(C(=O)c3ccco3)CC2)CCCCC1,nt,-7
CCc1nn(-c2cc(Oc3cccc4ccccc34)nc(-c3ccccc3)n2)c(N)c1C#N,-15,nt
CCOP(=O)(O)c1ccccc1OCCOCCOc1ccccc1P(=O)(O)OCC,11,nt
CCOC(=O)c1c(NC(=O)CC2Nc3cc(C)c(C)cc3NC2=O)sc(C)c1C (stereo unspecified),-1,nt
COc1ccc(CCN2C(=O)c3cccnc3C2=O)cc1OC,3,-8
O=C(CCC1COc2ccccc2O1)Nc1ccccn1 (stereo unspecified),1,-14
COc1cc(Cl)c(C)cc1NC(=O)CSc1nnc(-c2cccnc2)n1Cc1ccco1,3,0
COc1ccc(N2CCN(CC(=O)Nc3nnc(-c4ccccc4)s3)CC2)cc1,3,-12
Cc1cc(C)c(NC(=O)OCCN2CCOCC2)c(C)c1,6,-2
COc1ccc2nc3ccccc3nc2c1,3,nt
O=C(c1cccs1)N1CCN(C2CCCCC2)CC1,21,-8
COC(=O)c1c(NC(C)=O)sc2c1CCCC2,-4,-17
Cn1c2c(c(=O)n(C)c1=O)CN(CCc1ccccc1)CN2,2,nt
CCN(CC)Cc1nc2c(c(=O)[nH]1)C1(CCCCC1)Cc1ccccc1-2,-13,-1
COc1cccc(C(=O)OCCN2C(=O)c3ccccc3C2=O)c1OC,43,-54
COc1cc(OC)cc(C(=O)NC2CCN(Cc3nnnn3Cc3cccs3)CC2)c1,8,-12
COc1cc(C2NC(=S)NC(C)=C2C(=O)OC(C)C)ccc1OC(C)C (stereo unspecified),8,nt
CC(=O)Nc1ccc(NC(=O)CSc2nnc(C3CC3)n2C)cc1,-13,-7
Cc1ccc(NC(=O)c2ccc(S(=O)(=O)N3CCC(C)CC3)cc2)cc1,-70,nt
Cc1ccc(-n2nc(C)c3c2OC(N)=C(C#N)C3c2ccc(C)o2)cc1 (stereo unspecified),-7,nt
COc1ccc(-c2cn[nH]c2N)cc1OC,-16,nt
COC(=O)c1cc2oc(C)cc2n1CC(=O)Nc1ccc(OC)c(OC)c1OC,-8,2
O=C(CC1C(=O)N(c2ccc(Cl)cc2)C(=S)N1CCc1ccncc1)Nc1ccc(F)cc1 (stereo unspecified),2,nt
Cc1cc(NS(=O)(=O)Cc2ccccc2)cc(C)c1OCC(=O)N1CCOCC1,6,-14
CCc1nc(SCC(=O)Nc2ccccc2C(=O)OC)n[nH]1,8,-79
CCCS(=O)(=O)N1CCCC(C(=O)N2CCN(c3ccccc3)CC2)C1 (stereo unspecified),-1,-20
Cc1ccc(C(=O)CSc2nnc(COc3ccc(C#N)cc3)n2-c2ccccc2)cc1,-14,nt
Cn1c(SCC(=O)O)nnc1C1CCCCC1,3,-5
CCC(=O)OCC(=O)c1c(N)n(Cc2ccccc2)c(=O)n(C)c1=O,3,3
Cc1ccc(-n2nc3ccc(N)cc3n2)cc1,-20,8
CC(C)=C1SC(N2CCN(Cc3ccccc3)CC2)=NC1=O,5,-1
O=C(CN1C(=O)CCC1=O)Nc1nc(-c2nc3ccccc3s2)cs1,-5,-2
Cc1nnc(NC(=O)c2oc3cc(C)c(C)cc3c2C)s1,-22,23
C=CCOc1ccc(CNC(C)(C)C)cc1OC,-12,nt
O=C(c1ccc2c(c1)C(=O)N(c1ccc(Cl)cc1)C2=O)N1CCN(c2ccccn2)CC1,12,25
COc1ccc(-c2cc(=O)oc3c(C)c(O)c(CN(C)C)cc23)cc1,-3,-26
Cc1ccc(CCn2c3c(c4ccccc42)CN(C)CC3)cn1,15,-4
Clc1ccc2c(N3CCCC3)ccnc2c1,12,-12
CCCCCC(=O)Nc1nc(C)c(-c2csc(Nc3cc(OC)ccc3OC)n2)s1,-18,nt
O=C(CS(=O)(=O)Cc1ccccc1)N1CCN(C(=O)c2ccco2)CC1,-7,-6

# Profiles, looked up by structure.
# C=CCC(C)(NCc1ccccc1)c1ccccc1 (stereo unspecified) as listed: RmlC RmlD mix = 4; HIV RNase H inh = nt
# CC(=O)N1CCN(Cc2nc3cc(NC(=O)C4CCCCC4)ccc3n2C)CC1 as listed: RmlC RmlD mix = -8; HIV RNase H inh = 1

# The list goes on:
SMILES,RmlC RmlD mix,HIV RNase H inh
O=C(COc1cccc(C(F)(F)F)c1)Nc1ccc(S(=O)(=O)N2CCCC2)cc1,-11,-5
O=C1CCN(C(=O)Nc2cccc(Cl)c2)N1,3,nt
Cc1ccc(NC(=O)c2ccc(N3C(=O)C4CC=C(Cl)CC4C3=O)cc2)cc1 (stereo unspecified),-9,nt
CC(C)CCN1C(=O)CCC1(C)C(=O)NC1CCCCCCC1 (stereo unspecified),-5,nt
CCN(CC)CCCN=Cc1c(O)n(Cc2ccc(F)cc2)c(=O)[nH]c1=O,nt,-6
Cc1nnc(SCCc2ccccc2)[nH]c1=O,8,-7
CCOC(=O)CNC(c1ccccc1)c1cc(Br)ccc1NC(=O)OCC (stereo unspecified),10,nt
COc1cc(C(CCN2CCCCC2)c2c(OC)cc(OC)c3c(-c4ccccc4)cc(=O)oc23)cc(OC)c1OC (stereo unspecified),5,nt
Cc1ccc(-c2nc3ccccn3c2NC(=O)c2ccco2)cc1,-13,nt
CCOC(=O)c1cnc(SC2CC(=O)N(c3cccc(OC)c3)C2=O)nc1N (stereo unspecified),-4,9
O=C(NC1CCS(=O)(=O)C1)c1cnccn1 (stereo unspecified),nt,-2
CCN(CC)C(=S)SCC(=O)Nc1ccc(F)cc1,-13,nt
c1coc(-c2nc3c4c5c(sc4ncn3n2)CCCC5)c1,3,4
N#C/C=C\Oc1ccc(Cl)cc1N,nt,3
CCOC(=O)N1CCN(C(=O)C(NC(=O)C2CCC(C)CC2)C(C)C)CC1 (stereo unspecified),11,1

# Some of these compounds in order of heavy-atom count, largest number first:
SMILES,RmlC RmlD mix,HIV RNase H inh
O=C(COc1cccc(C(F)(F)F)c1)Nc1ccc(S(=O)(=O)N2CCCC2)cc1,-11,-5
CCOC(=O)N1CCN(C(=O)C(NC(=O)C2CCC(C)CC2)C(C)C)CC1 (stereo unspecified),11,1
CCCS(=O)(=O)N1CCCC(C(=O)N2CCN(c3ccccc3)CC2)C1 (stereo unspecified),-1,-20
O=C(CSc1nnnn1-c1ccccc1)Nc1ccc(Cl)cc1,-15,0
CCc1nc(SCC(=O)Nc2ccccc2C(=O)OC)n[nH]1,8,-79
Cc1nnc(SCCc2ccccc2)[nH]c1=O,8,-7

# Returning to the listing; the 3 compounds before the break are reprinted first.
SMILES,RmlC RmlD mix,HIV RNase H inh
c1coc(-c2nc3c4c5c(sc4ncn3n2)CCCC5)c1,3,4
N#C/C=C\Oc1ccc(Cl)cc1N,nt,3
CCOC(=O)N1CCN(C(=O)C(NC(=O)C2CCC(C)CC2)C(C)C)CC1 (stereo unspecified),11,1
CSc1ccccc1NC(=O)CN(c1cc(C)cc(C)c1)S(C)(=O)=O,-8,-7
O=C(Nc1ccc2nc(-c3ccccc3)[nH]c2c1)c1cccs1,-10,nt
CCOC(=O)C(NC(C)=O)C(=O)O (stereo unspecified),-13,nt
O=S(=O)(c1ccc(Cl)cc1)N1CCN(Cc2c[nH]c3ccccc23)CC1,-12,nt
CN(C)c1cccc(C(=O)n2cc(C(=O)c3cc(F)ccc3O)cn2)c1,25,3
COc1cc2c3cc1Oc1cc(ccc1O)C[C@@H]1c4c(cc(OC)c(O)c4Oc4ccc(cc4)C[C@H]3N(C)CC2)CCN1C,10,nt
O=C(OCC(=O)N1CCc2ccccc21)c1ccccc1,1,-48
CCOC(=O)CCc1c(C)nc2cc(-c3ccccc3OC)[nH]n2c1=O,0,-2
OCCCc1nc2ccccc2n1CCOc1ccccc1,-19,-14
Cc1cccc(C(=O)NNC(=O)c2ccc(Cl)cc2)c1O,10,nt
O=c1oc2cc(O)ccc2c2oc3cc(O)ccc3c12,-94,-35
O=[N+]([O-])c1ccc(N2CCC(=NOCc3ccc(Cl)cc3)CC2)cc1,7,nt
CCOc1ccc(Cn2nnc(C(=O)Nc3cc(C)cc(C)c3)c2N)cc1,-4,-2
CC(C)C(NC(=O)C1CCC(C(C)(C)C)CC1)C(=O)NCc1cccnc1 (stereo unspecified),-10,nt
Cn1c(=O)n(Cc2ccc(F)cc2)c(=O)c2c1nc1n2CCCN1C1CCCCC1,4,-7
Cc1[nH]n(-c2ccccc2)c(=O)c1CCOC(=O)c1cccc(C(F)(F)F)c1,-13,nt
CCOc1cc(NC(=S)Nc2cccc(C)c2)c(OCC)cc1NC(=O)CC(C)C,-11,nt
CC(C)(C)[C@H]1C=C(C(=O)N2CCN(Cc3ccccc3)CC2)O[C@@H](OCc2ccc(CO)cc2)C1,6,nt
O=C1C2CCCN2C(c2ccc(F)cc2)N1c1ccc(Cl)cc1 (stereo unspecified),-10,-3
O=C(Nc1ccc2nsnc2c1)N1CCCCC1,-23,nt
CCOC(=O)C1CCCN(c2nc3ccccc3nc2C(C#N)C(=O)OCC)C1 (stereo unspecified),nt,-13
CC1C(=O)C(C)C(c2ccc3c(c2)OCO3)NC1c1ccc2c(c1)OCO2 (stereo unspecified),-6,9
CCOC(=O)N1C2=NC(C(=O)OC)=C(C(=O)OC)[C@@H]3N(C)c4ccc(OC)cc4[C@]23C[C@H]1C(=O)OC,-7,nt
COc1cc(OC)cc(-c2nc3nc(C)c(CCC(=O)NCc4ccco4)c(C)n3n2)c1,11,-4
Cc1ccc(C2CC(c3cccc(Cl)c3)n3nc(N)nc3N2)cc1 (stereo unspecified),-12,22
CC1CCN(C(c2ccccc2)c2nnnn2C(C)(C)C)CC1 (stereo unspecified),8,-41

# These rows are one share of the data; rates above refer to the full screens.
